N370S GC: inhibitors or activators of N370S glucocerebrosidase for Gaucher disease; AID 2101; P04062; N370S GC spleen homogenate, 4MU-glucoside fluorescence; Potency, µM (titrated, usually from 59.4 µM), without a hit: top-dose activity change, negative = inhibition, actives largely listed as inhibitors; actives 0.092% (n = 330,000);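 further: 0% = full enzyme activity and -100% = no enzyme basal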
KAT2A inh: inhibitors of human GCN5L2 histone acetyltransferase. GCN5L2 HAT assay, ThioGlo1 CoA-SH fluorescence. actives 0.21% (n = 390,000). Q92830. Potency, µM (doses to about 58.9 µM), for the others: at the top dose activity change, negative = inhibition, most hits filed as inhibitors. AID 504327
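Fluorescence readout, Ex340nm/Em540nm: ThioGlo1 (50uM final) reacts with free CoA thiol released as 20nM GCN5L2 acetylates H3(1-25) peptide (75uM) using acetyl-CoA (70uM). Compound and enzyme sat 15 min beforehand; 20 min room-temperature reaction.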
FEN1 inh: blocks human flap endonuclease 1. P39748. Recombinant FEN1 flap cleavage, fluorescence, 15 min. actives 0.35% (n = 390,000). Potency, µM (top dose mostly 114 µM), for the others: top-dose activity change, negative = inhibition, hits mostly inhibitors; further: nearly all actives have a fitted effect of over 65% in size
Target sequence (P39748 whole entry, looked up): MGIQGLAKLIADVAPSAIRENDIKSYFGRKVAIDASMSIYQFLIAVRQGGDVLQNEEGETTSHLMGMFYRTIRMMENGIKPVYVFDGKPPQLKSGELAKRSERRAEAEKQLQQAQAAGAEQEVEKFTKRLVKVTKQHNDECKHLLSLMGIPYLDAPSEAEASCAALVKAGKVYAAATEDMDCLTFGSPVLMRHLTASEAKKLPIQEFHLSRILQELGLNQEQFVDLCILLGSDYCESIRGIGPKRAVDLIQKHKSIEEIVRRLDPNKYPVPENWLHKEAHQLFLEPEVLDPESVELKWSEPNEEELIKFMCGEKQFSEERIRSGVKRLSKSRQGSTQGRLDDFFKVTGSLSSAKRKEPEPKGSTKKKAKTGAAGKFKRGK
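Quantitative HTS format: each compound was titrated, incubated with 10 nM nuclease for 15 min at room temperature, then challenged with flap substrate at 50 nM final. Signal change over 15 min gave concentration–effect curves.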
Starred values were filed as active, the others as inactive; u = inconclusive; x = no result given; & = joins results of further samples; [ ] = dose if it differs, or a comment. The call rests on the fitted dose curve; in most records, active means well fitted curve in the direction sought with a large enough effect; inconclusive means small, poorly fitted or top-dose-only effect, or another doubt; inactive means no such curve, though single readings can be large; an effect the other way counts as inactive or inconclusive. Unless noted, on the % scale 0 is the no-effect control and ±100 the full control effect; potency means the concentration at half of the fitted maximal effect. An excerpt; the hit share may differ from the screen's.

N370S GC	KAT2A inh	FEN1 inh	smiles
0.4%	-10.8%	3.6%	CC(=O)Nc1ccc(SCC(=O)Nc2cc(C(C)(C)C)nn2-c2ccccc2)cc1
-9.6%	-7.3%	-2.0%	CCn1c(Oc2ccccc2)nc2c1c(=O)n(C)c(=O)n2C
-4.3%	-2.7%	-10.7%	O=C(NCCCN1CCCCC1)c1ccc2c(c1)NC(=O)c1ccccc1S2
u	-4.7%	-1.1%	CCCCNC(=O)CNC(=S)N(CCCN1CCOCC1)Cc1cccs1
-0.8%	-12.0%	-4.1%	O=C(COc1ccc(Br)cc1)Nc1ccccc1N1CCCC1
-8.0%	-3.7%	0.7%	O=C(CN(Cc1ccco1)S(=O)(=O)c1ccccc1)N/N=C/c1cccc(O)c1
-0.2%	-13.5%	-17.6%	Cc1ccc(C)c(OCCn2cc(/C=C(/C#N)C(=O)NCC3CCCO3)c3ccccc32)c1 (stereo not drawn)
-6.0%	-2.8%	x	COc1ccc(O)c(N)c1
-8.1%	2.9%	-2.0%	CC(C)C(NC(=O)c1ccccc1Br)c1ccccc1 (stereo not drawn)
7.5%	u	0.8%	CCOc1ccc(C(=O)Nc2ccccc2NC(C)=O)cc1OCC
-0.1%	-16.6%	u	COc1ccc(OC)c(/C=C2\S/C(=N/NC(=O)c3ccc4ccccc4c3)NC2=O)c1
-2.6%	-11.7%	-6.3%	CCN(C(C)=O)c1nnc(CSc2nc3ccccc3s2)s1
3.5%	-1.2%&-10.2%	-1.5%&10.6%	Cn1nc(C(=O)NCc2ccccc2)c2c1-c1ccccc1S(=O)(=O)C2
5.2%	-0.9%	4.6%	COc1ccc(CCNC(=O)CCCCCN2C(=O)c3ccccc3C2=O)cc1OC
0.4%	-15.8%	-5.7%	Cc1cc(C(=O)N2CCN(C(c3ccccc3)c3ccccc3)CC2)no1

(listing goes on)
N370S GC	KAT2A inh	FEN1 inh	smiles
-2.5%	u	-2.6%	CCCCOc1ccc(C(=O)OCC(=O)NC2CCCC2)cc1
x	-2.0%	0.8%	O=C(NCc1ccco1)c1ccc(S(=O)(=O)N2CCCCCC2)cc1
-3.9%	-2.5%	-11.6%	CC(=O)N(Cc1cc(=O)[nH]c2ccccc12)c1cccc(C)c1
4.3%	1.0%	2.0%	CNC(=S)NCCc1ccccc1
2.3%	-0.7%	-7.8%	Cc1cc(C(=O)NNC(=O)c2ccc(Cl)cc2)no1
-1.5%	-5.2%&0.0%	-0.8%&3.4%	CCCn1c(/C=C/c2ccccc2)nc2ccccc21
-15.4%	-3.9%	11.9%	O=C(CNS(=O)(=O)c1ccccc1)OCC(=O)c1ccc(F)cc1
-1.6%	0.4%	2.3%	CC(Oc1ccccc1)C(=O)N1CCc2ccccc2C1 (stereo not drawn)
-2.6%	-3.7%	-6.7%	O=C(CNCc1ccc(Cl)cc1)Nc1ccc(C(=O)N2CCCCC2)cc1
-15.6%	2.0%	9.2%	Cc1cccc(OCC(=O)NCCCNC(=O)c2ccncc2)c1
u	-5.4%	-10.0%	Cc1c(Cl)c(=O)oc2cc(OC(C)C)ccc12
9.1%	-9.9%	1.6%	Cc1ccc(NCc2n[nH]c(=S)n2-c2ccccc2)cc1Cl
1.1%	-7.5%	6.9%	CCn1nnnc1NC(=O)c1cccc(OC)c1
-13.6%	-2.4%	1.7%	COCc1c(C(=O)OCC(=O)NCCN2C(=O)CSC2=O)oc2ccccc12
0.2%	-3.2%	-8.2%	Cc1ccc(NC(=O)CS(=O)CC(=O)NC23CC4CC(CC(C4)C2)C3)cc1 (stereo not drawn)

By substructure: the compounds so far with an aryl thioether with sulfur outside any ring
N370S GC	KAT2A inh	FEN1 inh	smiles
0.4%	-10.8%	3.6%	CC(=O)Nc1ccc(SCC(=O)Nc2cc(C(C)(C)C)nn2-c2ccccc2)cc1
-2.6%	-11.7%	-6.3%	CCN(C(C)=O)c1nnc(CSc2nc3ccccc3s2)s1

(more compounds)
N370S GC	KAT2A inh	FEN1 inh	smiles
4.6%	0.3%	-8.6%	COc1cc(NC(=O)C2CCCN(c3ncccn3)C2)cc(OC)c1 (stereo not drawn)
-4.6%	-6.0%	1.5%	O=C(NCCc1ccccc1)C(=S)N1CCCCC1
-8.7%	0.3%	2.9%	CN(C(=O)COC(=O)c1cc[n+]([O-])cc1)c1ccccc1
-1.2%	-0.7%	3.2%	CCn1ncc(Br)c1C(=O)Nc1cccc(C(C)=O)c1
x	-8.4%	26.2%	Cc1ccccc1C(=O)NNc1ncnc2c1cnn2-c1cccc(Cl)c1
x	5.5%	39.8%	COc1ccccc1Cn1cc(C(=O)c2ccc(C)cc2)c(=O)c2cc(C)ccc21
x	4.8%	5.0%	CCc1ccccc1NC(=O)Nc1cc(C(=O)NCc2ccc(C)cc2)ccc1N1CCCC1
-15.1%	-3.6%	-1.4%	CN(C)CCn1cnc2c1c(=O)n(C)c(=O)n2C
11.0%	-8.4%	-7.7%	N#CCC(=O)N/N=C/c1cn(Cc2ccccc2C#N)c2ccccc12
7.3%	3.3%	-7.6%	Cc1ccc2ccccc2c1NC(=O)c1ccco1
4.5%	-0.3%	-7.7%	Clc1ccc(Nc2nc(-c3cccnc3)cs2)cc1
x	-4.7%	-14.9%	COc1cc(C2C(=O)N(C3CCCCCC3)CC(=O)N2Cc2ccccc2)ccc1OC(C)C (stereo not drawn)
-9.6%	-4.4%	1.5%	COc1ccc(-c2c(C)c3cc(O)ccc3oc2=O)cc1OC
x	-10.0%&-3.6%	1.1%	Oc1cc(NCCc2cccnc2)cc2cccnc12
x	-8.7%	u	C=CC(=O)Nc1ccc(N(C)c2ccnc(Nc3ccc(N4CCN(C)CC4)cc3)n2)cc1

Some values from above.
For FEN1 inh, COc1cc(C2C(=O)N(C3CCCCCC3)CC(=O)N2Cc2ccccc2)ccc1OC(C)C (stereo not drawn) has the entry -14.9%
For KAT2A inh, CCc1ccccc1NC(=O)Nc1cc(C(=O)NCc2ccc(C)cc2)ccc1N1CCCC1 has the entry 4.8%
For N370S GC, CN(C(=O)COC(=O)c1cc[n+]([O-])cc1)c1ccccc1 has the entry -8.7%

(more compounds)
N370S GC	KAT2A inh	FEN1 inh	smiles
15.4%	-2.8%	-1.8%	CCS(=O)(=O)N1CCCC(C(=O)NC2CCCCC2C)C1 (stereo not drawn)
x	4.1%	-0.6%	Cc1ccccc1OCCSc1nc2ccc(NC(=O)c3cccc(F)c3)cc2s1
-16.0%	11.7%	10.4%	COCCNC(=O)C(c1ccc(F)cc1)N(C(=O)CCC(=O)Nc1nccs1)c1ccc(C)cc1 (stereo not drawn)
-18.5%	-3.4%	2.6%	COc1ccc(OC)c(C(c2nnnn2CCc2ccccc2)N2CCC(C(N)=O)CC2)c1 (stereo not drawn)
-5.0%	-3.1%	15.6%	Cc1ccccc1-c1noc(CCC(=O)NCCc2ccccc2)n1
10.3%	4.6%	-0.2%	COc1ccc(N(CC(=O)Nc2c(C)n(C)n(-c3ccccc3)c2=O)S(=O)(=O)c2ccccc2)cc1OC
3.8%	-8.9%	-3.0%	O=C(Cn1c(=O)oc2cc(S(=O)(=O)N3CCCC3)ccc21)N1CCc2ccccc2C1
17.8%	1.0%	-9.7%	COc1cc(CN2CCC(C(=O)NC3CCCC3)CC2)ccc1O
0.0%	-13.7%	u	Cc1cc(C)c(S(=O)(=O)NCCn2c(C)cc3ccccc32)c(C)c1
-2.1%	-5.2%	6.8%	COc1ccc(OC)c(NC2c3ccccc3C(=O)N2c2cccnc2)c1 (stereo not drawn)
-5.8%	-5.1%	-5.6%	COC(=O)c1ccccc1NS(=O)(=O)c1c(C)noc1C
x	0.8%	-8.1%	C[C@H](CO)N1C[C@H](C)[C@@H](CN(C)Cc2ccccc2)Oc2c(NC(=O)c3ccncc3)cccc2C1=O
-8.4%	-3.3%	-14.6%	Oc1ccc(N=Nc2nccs2)c(O)c1
-5.1%	-12.8%	12.1%	O=C(Nc1cccc(S(=O)(=O)N2CCCCC2)c1)c1ccc(OCC2CCCO2)cc1 (stereo not drawn)
2.4%	-5.8%	-2.1%	CCCCNC(=O)c1cc2nc(-c3ccccc3)cc(C(F)(F)F)n2n1

(more compounds)
N370S GC	KAT2A inh	FEN1 inh	smiles
x	4.4%	-9.7%	CC1CCCC(NC(=O)Cn2c(Cl)nc3c2c(=O)n(C)c(=O)n3C)C1C (stereo not drawn)
1.2%	0.1%	0.5%	COc1ccccc1CNC(=O)C1CCN(S(=O)(=O)N2CC(C)CC(C)C2)CC1 (stereo not drawn)
-2.5%	-12.2%	-1.5%	FC(F)Oc1ccccc1/C=N/Nc1nc2ccccc2o1
x	-10.0%	-5.8%	COc1ccc2nc3oc(C(=O)Nc4cccc(C(F)(F)F)c4)cc3cc2c1
-2.3%	-3.7%	9.6%	Cc1cccnc1NC(=O)CCc1c[nH]c2ccccc12
-1.2%	-0.6%	x	OC1CNCc2cc3c(cc21)OCCO3 (stereo not drawn)
11.2%	-3.7%	3.3%	Cc1ccc(C(=O)Nc2ccc(F)cc2)o1
7.2%	-9.6%	-2.3%	O=C(CSc1nnc(-c2ccncc2)n1CC1CCCO1)Nc1cccc(O)c1 (stereo not drawn)
7.3%	-4.8%	8.9%	Cc1ccc(S(=O)(=O)N(C)CCCC(=O)N2CCOCC2)cc1
x	2.0%	-6.4%	COc1ccc(NS(=O)(=O)c2cc(NC(=O)c3ccc(=O)[nH]n3)ccc2C)cc1
-6.0%	1.2%	2.1%	Cc1cc(C)n(Cc2ccc(NC(=O)c3ccc(COc4ccccc4Br)cc3)cc2)n1
3.3%	-1.5%	9.0%	CCOc1ccc(NC(=O)CSc2nnc(C(C)C)n2CC)cc1
-20.8%	3.1%	18.6%	CCN1CCN(CCCNC(=O)CNC(=O)c2nn(-c3ccc(OC)cc3OC)c(=O)c3ccccc23)CC1
11.9%	-4.3%[0.501 µM]	-16.5%	O=C(Nc1ccc(OC(F)F)cc1)Nc1cccc(C(F)(F)F)c1
-12.6%	1.7%	0.8%	CCOC(=O)Cc1[nH]nc2c1C(c1cccc(OC)c1OC)C(C#N)=C(N)O2 (stereo not drawn)

Exported with bars between the fields: entries from further up
molecule | N370S GC | KAT2A inh | FEN1 inh
COc1ccccc1CNC(=O)C1CCN(S(=O)(=O)N2CC(C)CC(C)C2)CC1 (stereo not drawn) | 1.2% | 0.1% | 0.5%
FC(F)Oc1ccccc1/C=N/Nc1nc2ccccc2o1 | -2.5% | -12.2% | -1.5%

The main list resumes with the 2 entries that preceded the break.
N370S GC	KAT2A inh	FEN1 inh	smiles
11.9%	-4.3%[0.501 µM]	-16.5%	O=C(Nc1ccc(OC(F)F)cc1)Nc1cccc(C(F)(F)F)c1
-12.6%	1.7%	0.8%	CCOC(=O)Cc1[nH]nc2c1C(c1cccc(OC)c1OC)C(C#N)=C(N)O2 (stereo not drawn)
-0.5%	-1.2%	-1.8%	COc1ccc(CCNC(=O)c2cc(-c3ccccc3O)n[nH]2)cc1OC
-4.0%	-8.3%	x	O=C(O)[C@H](Cc1c[nH]c2ccccc12)N1C(=O)C2=CCCC=C2C1=O
2.3%	-1.2%	-2.6%	Cc1nn(C(=O)c2nn(C)cc2[N+](=O)[O-])c(C)c1Br
-16.1%	-7.8%	-1.8%	CC(C)(C)c1ccc(NC(=O)COc2ccc(-n3ccnc3)cc2)cc1
-5.3%	-2.4%	14.9%	CCC(C)(C(=O)NC1CCCCC1)N(Cc1cccs1)C(=O)Cc1cccs1 (stereo not drawn)
-2.7%	5.1%	8.4%	COc1ccc(OC(=O)COc2cc(C)ccc2C)cc1
x	-7.6%	18.9%	CC(=O)c1ccc(NC(=O)CN2C(=O)NC(C)(C3CCCCC3)C2=O)cc1 (stereo not drawn)
1.5%	0.7%	4.4%	O=C(Cc1ccc(F)cc1)N/N=C/c1ccccn1
x	0.3%	5.6%	COc1ccc(C(=O)Nc2ccncc2)cc1S(=O)(=O)N1CCOCC1
-2.6%	-14.2%	4.4%	Cc1ccc(NC(=O)CC2=NC(=O)C(CC(=O)Nc3ccccc3C)S2)cc1 (stereo not drawn)
-7.5%	-4.4%	u	COc1ccccc1C1/C(=C(\O)c2ccc3c(c2)OCCO3)C(=O)C(=O)N1Cc1cccnc1 (stereo not drawn)
6.5%	-4.7%	-4.0%	O=C(Nc1ccccn1)C1(c2cccs2)CCOCC1
3.2%	-3.3%	u	COC(=O)c1cc(=O)n2c(-c3ccccc3)csc2n1
-20.0%	-3.2%	17.4%	CC1Cc2cc(S(=O)(=O)N3CCC(C(=O)N4CCCCC4)CC3)ccc2N1C(=O)C1CC1 (stereo not drawn)
8.1%	-4.6%	3.8%	COc1cc(SC)ccc1C(=O)NCCNC(=O)c1nonc1N

Continued:
N370S GC	KAT2A inh	FEN1 inh	smiles
-18.7%	-2.1%	10.3%	CCCCCCCn1c(=N)n(CC(O)c2ccco2)c2ccccc21 (stereo not drawn)
-2.6%	-12.6%	-0.6%	O=C1NN(c2cccc(Br)c2)C(=O)/C1=C/c1cccs1
-15.5%	-0.5%	-6.0%	COc1ccc(C(=O)O/N=C(\N)c2ccccc2)c(OC)c1
3.0%	-8.3%	-22.3%	COc1ccc(S(=O)(=O)N2CCOCC2)cc1NC(=O)Cc1coc2cc(C)c(C)cc12

Source: PubChem (National Center for Advancing Translational Sciences (NCATS))
